Gal4-VP16 FLuc: inhibits Gal4-VP16 luciferase reporter, ROR gamma counter-screen. Drosophila S2 Gal4-VP16 UAS-luciferase, luminescence, 20 h. Potency, µM (series often up to 53.6 µM), inactives show top-dose activity, negative = inhibition, usual class: inhibitors. 3.5% of 310,000 active. AID 2546;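 note: Gal4-VP16 expression switched on by copper sulfate through the metallothionein promoter; % is set by controls: 0 for no effect and ±100 for the full control effect; nearly all actives have a fitted effect of over 50% in size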
RORg inh: inhibitors of mouse ROR gamma transcriptional activity. 5.4% of 310,000 active. Drosophila S2 Gal4-RORgamma UAS-luciferase reporter, 20 h. Potency, µM (highest dose often 53.6 µM), inactives show top-dose activity change, negative = inhibition, hits mostly inhibitors. AID 2551; note: % is set by controls: 0 for no effect and ±100 for the full control effect; nearly all actives have a fitted effect of over 60% in size
Target sequence (P51450 whole entry, looked up, the tested form may be a part): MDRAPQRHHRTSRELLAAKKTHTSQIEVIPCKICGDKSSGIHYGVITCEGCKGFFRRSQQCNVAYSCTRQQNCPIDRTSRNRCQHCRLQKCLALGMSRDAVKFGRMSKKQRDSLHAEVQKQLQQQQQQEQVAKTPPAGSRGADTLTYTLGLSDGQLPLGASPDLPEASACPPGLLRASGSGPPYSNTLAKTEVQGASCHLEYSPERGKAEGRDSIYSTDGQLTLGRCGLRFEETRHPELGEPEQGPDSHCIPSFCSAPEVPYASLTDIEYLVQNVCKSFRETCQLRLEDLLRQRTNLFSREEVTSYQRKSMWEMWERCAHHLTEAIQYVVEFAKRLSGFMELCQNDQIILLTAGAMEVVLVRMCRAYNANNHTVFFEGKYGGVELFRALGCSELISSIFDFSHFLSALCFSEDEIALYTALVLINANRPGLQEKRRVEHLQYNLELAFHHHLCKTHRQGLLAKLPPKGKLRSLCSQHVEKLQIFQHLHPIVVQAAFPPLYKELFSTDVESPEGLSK
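Schneider cells (Drosophila), stable Gal4 DBD–ROR gamma + UAS-luc; 1 hr cmpd preincubation; Cu2+ induction 700 uM final; 20 hr ambient; luminescence.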
FLuc modulator: firefly luciferase modulation, counter-screen for miR-21 project. purified FLuc, Km substrates, luminescence inhibition. Potency, µM (doses to about 57.5 µM), for the others: at the top dose activity change, negative = inhibition, actives largely listed as inhibitors. 6.9% of 360,000 active. AID 588342;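 note: plate controls were vehicle for no effect and reference inhibitor for full effect; nearly all actives have a fitted effect of over 55% in size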
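Purified P. pyralis luciferase (10nM final) with 10uM D-luciferin and 10uM ATP (Km levels) in 50mM Tris acetate pH 7.5, 10mM Mg acetate, 0.01% Tween-20, 0.05% BSA; qHTS 6-point titration, ~60 µM downward; luminescence read.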
MLL CXXC-DNA inh: inhibitors of human MLL CXXC domain-DNA interaction; Q03164; MLL-CXXC / FITC-HOXA9 DNA fluorescence polarization; Potency, µM (series often up to 115 µM), for inactives: top-dose activity change, negative = inhibition, hits mostly inhibitors; 0.037% of 290,000 active; AID 2662; active = well fitted inhibition curve with a large enough effect in the polarisation, with a control signal flat, not every such curve was filed as active; inconclusive = small, poorly fitted or top-dose-only effect, or effect the other way, or a change in a side signal; inactive = no such curve, though single readings can be large or run the other way; the % refers to the polarisation
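Steps: dispense CXXC domain solution (7 uM) → pin compounds or unlabeled HOX-A9 DNA control → 5 min ambient → add FLSN-HOX-A9 solution (50 nM) → spin → 30 min ambient → fluorescence polarization. Tris pH 7.5/NaCl/DTT/BSA buffer.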
BRCA1 expr up: activators of BRCA1 expression; MCF7-BRCA1-FFLuc reporter, luminescence, 48 h; response scale: scaled: vehicle 0%, 10 µM genistein 100%; Potency, µM (doses to about 46.1 µM), for the others: at the top dose activation, hits mostly activators; 1.1% of 380,000 active; AID 624202; note: nearly all actives have a fitted effect of over 80% in size; some results filed as inactive show a strong effect at the top dose
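Quantitative HTS in MCF7 cells stably reporting BRCA1 expression via firefly luciferase. Compound treatment lasts 48 h at 37 °C in phenol-red free MEM. Activation is expressed relative to genistein at 10 microM and DMSO.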
ELG1 genotoxic: inducers of genotoxicity in HEK293T ELG1-luciferase cells | Potency, µM (top dose mostly 46 µM), inactives show top-dose activity change, positive = activation, most hits filed as activators | AID 504466 | HEK293T ELG1-luciferase reporter, luminescence, 16 h | 1.3% of 330,000 active; note: % of control where 0% means no effect; nearly all actives have a fitted effect of over 60% in size
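Step 1: seed 2,000 HEK293T ELG1-luciferase cells per well. Step 2: add compound or DMSO, incubate 16 hr at 37 °C. Step 3: ONE-Glo, 30 min at room temperature, read luminescence.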
NPC1 promoter act: NPC1 promoter activation. Huh7 NPC1 promoter luciferase reporter, 24 h. Potency, µM (doses to about 9.22 µM), inactives show at the top dose activation, most hits filed as activators. 2.4% of 320,000 active;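 note: % of control where 0% means no effect; nearly all actives have a fitted effect of over 60% in size; reporter is driven by a mutant NPC1 promoter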
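NPC1 promoter–luciferase Huh7 cells; 24 h compound; luminescence.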
uPA surface inh: cell surface uPA generation inhibition; cell surface uPA generation assay, qHTS; Potency, µM (titrated, usually from 38.3 µM), inactives show top-dose activity change, negative = inhibition, most hits filed as inhibitors; 0.31% of 330,000 active; active = well fitted inhibition curve with a large enough effect; inconclusive = small, poorly fitted or top-dose-only effect; inactive = no such curve, though single readings can be large or run the other way; tested in mouse RAW 264.7 cells; note: % is set by controls: 0 for no effect and ±100 for the full control effect; nearly all actives have a fitted effect of over 55% in size
Rab9 prom act: activators of Rab9 promoter; Huh7 Rab9 promoter-luciferase reporter, luminescence, 24 h; Potency, µM (highest dose often 9.22 µM), inactives show at the highest dose activation, negative = inhibition, hits mostly activators; 2.8% of 320,000 active; note: % of control where 0% means no effect; nearly all actives have a fitted effect of over 60% in size
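Huh7 cells stably carrying Rab9 promoter–luciferase reporter, plated 1500 cells/well, compound added after 2 h and incubated 24 h at 37 °C; luciferase luminescence then read after 10 min with detection reagent.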
MBNL1 CUG block: blocks human MBNL1 binding to CUG repeat RNA; Q9NR56; TR-FRET MBNL1-His/biotin-(CUG)12 binding, 665/545 ratio; Potency, µM (highest dose often 57.5 µM), inactives show top-dose activity change, negative = inhibition, usual class: inhibitors; 0.036% of 280,000 active; AID 2675; active = well fitted inhibition curve with a large enough effect in the signal ratio, with a control signal flat, not every such curve was filed as active; inconclusive = small, poorly fitted or top-dose-only effect, or effect the other way, or a change in a side signal; inactive = no such curve, though single readings can be large or run the other way; the % refers to the signal ratio; note: % is set by controls: 0 for no effect and ±100 for the full control effect
Target sequence (Q9NR56 whole entry, looked up): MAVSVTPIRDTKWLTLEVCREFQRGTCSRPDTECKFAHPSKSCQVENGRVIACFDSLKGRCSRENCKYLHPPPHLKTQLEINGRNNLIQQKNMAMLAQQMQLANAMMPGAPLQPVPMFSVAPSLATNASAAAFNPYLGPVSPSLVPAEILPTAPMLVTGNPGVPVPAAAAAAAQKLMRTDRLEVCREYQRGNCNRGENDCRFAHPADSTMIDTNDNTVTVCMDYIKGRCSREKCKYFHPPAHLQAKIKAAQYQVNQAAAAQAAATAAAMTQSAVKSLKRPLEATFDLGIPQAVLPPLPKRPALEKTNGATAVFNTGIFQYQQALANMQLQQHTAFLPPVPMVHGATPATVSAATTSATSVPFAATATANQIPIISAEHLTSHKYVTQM
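TR-FRET readout: Ex 340 nm, 665/545 nm emission ratio, normalized to buffer-only (basal) and MBNL1-(CUG)12 controls. Complex of MBNL1-His with Biotin-(CUG)12, compounds 92 nM–58 uM, incubated 60 min at room temperature.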
p53 reactivator: mutant p53 re-activation in reporter cells; 0.063% of 320,000 active; AID 504706; Potency, µM (series often up to 92.2 µM), for inactives: at the top dose activity change, positive = activation, most hits filed as activators; H1299 p53-A138V BP100-luciferase reporter, luminescence, 24 h; note: % of control where 0% means no effect; nearly all actives have a fitted effect of over 45% in size
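H1299 (p53-null), stable ts p53-A138V + BP100-Luc; 1000 cells/well, Opti-MEM/10% FBS; cpd 4 pt, 1:5; 24 h, 37 deg C, 5% CO2; detection reagent 10 min RT; luminescence.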
The depositor's hits bear a star; [ ] = another dose, or the depositor's remark. Unless noted, calls come from the whole dose curve; as a rule, active = well fitted curve in the direction sought with a large enough effect; inconclusive = small, poorly fitted or top-dose-only effect, or another doubt; inactive = no such curve, though single readings can be large; an effect the other way counts as inactive or inconclusive. Potency is the fitted concentration of half-maximal effect. The list is partial; the hit share may differ from the screen's.

How did O=C(CSc1nc2cc(C(=O)O)ccc2c(=O)n1-c1ccc(F)cc1)Nc1ccc(F)c(F)c1F do in these assays?
Gal4-VP16 FLuc: -21%; RORg inh: 29%; FLuc modulator: 5%; MLL CXXC-DNA inh: -3%; BRCA1 expr up: -21%; ELG1 genotoxic: -9%; NPC1 promoter act: inconclusive; uPA surface inh: -6%; Rab9 prom act: -8%; MBNL1 CUG block: -11%; p53 reactivator: -5%

What do the screens show for `CCCCOc1nc2ccccc2nc1C(C#N)S(=O)(=O)c1ccccc1` (stereo not given)?
Gal4-VP16 FLuc: -4%; RORg inh: 6%; FLuc modulator: 2%; MLL CXXC-DNA inh: -20%; BRCA1 expr up: -64%; ELG1 genotoxic: 4%; NPC1 promoter act: 1%; uPA surface inh: 6%; Rab9 prom act: 0%; MBNL1 CUG block: 3%; p53 reactivator: -5%

Results for CC1CC/C(=C\c2ccc3c(c2)OCO3)C(=O)/C1=C/c1ccc2c(c1)OCO2 (stereo not given) ?
Gal4-VP16 FLuc: 1%; RORg inh: 2%; FLuc modulator: 4%; MLL CXXC-DNA inh: 13%; BRCA1 expr up: -55%; ELG1 genotoxic: -1%; NPC1 promoter act: 1%; uPA surface inh: -8%; Rab9 prom act: -2%; MBNL1 CUG block: 0%; p53 reactivator: 4%

How did CC(=O)NC(CCS(C)(=O)=O)C(=O)Nc1ccccc1C (stereo not given) do in these assays?
RORg inh: 4%[0.365 µM]; FLuc modulator: -1%; MLL CXXC-DNA inh: 11%; BRCA1 expr up: -7%; ELG1 genotoxic: -4%; NPC1 promoter act: 1%; uPA surface inh: 12%; Rab9 prom act: -4%; MBNL1 CUG block: 6%; p53 reactivator: inconclusive

What do the screens show for `Cc1cccc(NC(=O)N(Cc2nc3ccccc3c(=O)[nH]2)C2CCCC2)c1`?
Gal4-VP16 FLuc: -4%; RORg inh: -33%; FLuc modulator: -5%; MLL CXXC-DNA inh: 0%; BRCA1 expr up: 33%; ELG1 genotoxic: -2%; NPC1 promoter act: -9%; uPA surface inh: 5%; Rab9 prom act: 1%; MBNL1 CUG block: -11%; p53 reactivator: 0%

How did COc1ccccc1C(=O)NC(=O)COc1cc(Cl)ccc1Cl do in these assays?
FLuc modulator: 1%; BRCA1 expr up: 26%; ELG1 genotoxic: -3%; NPC1 promoter act: 0%; uPA surface inh: 2%; Rab9 prom act: 0%; p53 reactivator: 0%

Results for COc1ccc(NC(=O)CNC(=O)c2nn(-c3ccc(OC)cc3OC)c(=O)c3ccccc23)c(OC)c1 ?
Gal4-VP16 FLuc: 5%; RORg inh: 13%; FLuc modulator: 3%; MLL CXXC-DNA inh: 9%; BRCA1 expr up: 4%; ELG1 genotoxic: 3%; NPC1 promoter act: 2%; uPA surface inh: 0%; Rab9 prom act: -2%; MBNL1 CUG block: 8%; p53 reactivator: -1%

What do the screens show for `OC(CNCCCCNCC(O)C(F)(F)F)C(F)(F)F` (stereo not given)?
Gal4-VP16 FLuc: 2%; RORg inh: 5%; FLuc modulator: 0%; MLL CXXC-DNA inh: 7%; BRCA1 expr up: 2%; ELG1 genotoxic: 0%; NPC1 promoter act: -4%; uPA surface inh: 2%; Rab9 prom act: 0%; MBNL1 CUG block: -7%; p53 reactivator: -8%

Results for Cc1csc2c(SCC(=O)NNS(=O)(=O)c3cccc(C(F)(F)F)c3)ncnc12 ?
Gal4-VP16 FLuc: -1%; RORg inh: -17%; FLuc modulator: -3%; MLL CXXC-DNA inh: -4%; BRCA1 expr up: -1%; ELG1 genotoxic: 1%; NPC1 promoter act: -7%; uPA surface inh: 3%; Rab9 prom act: -2%; MBNL1 CUG block: 1%; p53 reactivator: -2%

Results for COc1cc(O)cc(O)c1C(=O)/C=C/c1ccccc1 ?
Gal4-VP16 FLuc: -11%; RORg inh: inconclusive; FLuc modulator: inconclusive; MLL CXXC-DNA inh: -29%; BRCA1 expr up: -36%; ELG1 genotoxic: 5%; NPC1 promoter act: -2%; uPA surface inh: inconclusive; Rab9 prom act: -3%; MBNL1 CUG block: 15%; p53 reactivator: 1%

What do the screens show for `Cc1ccc([N+](=O)[O-])cc1NC(=O)C(C)N1CCCCC1` (stereo not given)?
Gal4-VP16 FLuc: -2%; RORg inh: -1%; FLuc modulator: -6%; MLL CXXC-DNA inh: 6%; BRCA1 expr up: 4%; ELG1 genotoxic: 0%; NPC1 promoter act: -2%; uPA surface inh: 1%; Rab9 prom act: -5%; MBNL1 CUG block: inconclusive; p53 reactivator: 3%

Results for CS(=O)(=O)N1CCC(C(=O)Nc2c(F)cccc2F)CC1 ?
Gal4-VP16 FLuc: -2%; RORg inh: -14%; FLuc modulator: 5%; MLL CXXC-DNA inh: 0%; BRCA1 expr up: 3%; ELG1 genotoxic: -1%; NPC1 promoter act: 2%; uPA surface inh: -2%; Rab9 prom act: -1%; MBNL1 CUG block: -10%; p53 reactivator: -3%

How did Cn1ncc2c(Sc3ccc(Cl)cc3)ncnc21 do in these assays?
Gal4-VP16 FLuc: 23%; RORg inh: 11%; FLuc modulator: inconclusive; MLL CXXC-DNA inh: 4%; BRCA1 expr up: 38%; ELG1 genotoxic: -9%; NPC1 promoter act: 13%; uPA surface inh: -8%; Rab9 prom act: 11%; MBNL1 CUG block: -7%; p53 reactivator: 5%

How did Cc1ccc(NC(=O)CN(C)C(=O)C(C)OC(=O)c2ccccc2NCCO)cc1 (stereo not given) do in these assays?
FLuc modulator: 1%; BRCA1 expr up: -15%; ELG1 genotoxic: 2%; NPC1 promoter act: -1%; uPA surface inh: 2%; Rab9 prom act: -4%; p53 reactivator: 1%

How did Cc1noc(C)c1C(=O)Nc1nc(-c2ccc(F)c(F)c2)cs1 do in these assays?
FLuc modulator: inconclusive; BRCA1 expr up: 5%; ELG1 genotoxic: 2%; NPC1 promoter act: -1%; uPA surface inh: 2%; Rab9 prom act: -1%; p53 reactivator: 22%

What do the screens show for `COc1ccc(OC)c(NC(=O)CN(c2ccc(OC)c(Cl)c2)S(C)(=O)=O)c1`?
Gal4-VP16 FLuc: -12%; RORg inh: 5%; FLuc modulator: 4%; MLL CXXC-DNA inh: -2%; BRCA1 expr up: 2%; ELG1 genotoxic: -2%; NPC1 promoter act: 0%; uPA surface inh: -13%; Rab9 prom act: -1%; MBNL1 CUG block: -4%; p53 reactivator: -8%

Results for Cc1nn(CC(=O)N2CCCCCC2)c(=O)c2cc3occc3n12 ?
Gal4-VP16 FLuc: 3%; RORg inh: 25%; FLuc modulator: 2%; MLL CXXC-DNA inh: 9%; BRCA1 expr up: 18%; ELG1 genotoxic: 1%; NPC1 promoter act: -1%; uPA surface inh: -1%; Rab9 prom act: -3%; MBNL1 CUG block: 4%; p53 reactivator: -2%

How did Cc1cccc(CCNC(=O)c2cc(=O)[nH]c3ccc(Br)cc23)c1 do in these assays?
Gal4-VP16 FLuc: 4%; RORg inh: -6%; FLuc modulator: 1%; MLL CXXC-DNA inh: 4%; ELG1 genotoxic: 3%; NPC1 promoter act: -1%; Rab9 prom act: 1%; MBNL1 CUG block: 52%[activator]; p53 reactivator: -7%

How did O=C(CN1C(=O)NC2(CCCCC2)C1=O)Nc1ccccc1N1CCCCC1 do in these assays?
FLuc modulator: -1%; BRCA1 expr up: -14%; ELG1 genotoxic: -3%; NPC1 promoter act: -4%; uPA surface inh: 11%; Rab9 prom act: -4%; p53 reactivator: -1%

How did O=C(O)C1CCCCC1C(=O)Nc1ccc(F)c(F)c1 (stereo not given) do in these assays?
Gal4-VP16 FLuc: -1%; RORg inh: 3%; FLuc modulator: -2%; MLL CXXC-DNA inh: 1%; BRCA1 expr up: 19%; ELG1 genotoxic: -2%; NPC1 promoter act: -5%; uPA surface inh: 20%; Rab9 prom act: -2%; MBNL1 CUG block: 1%; p53 reactivator: 3%

What do the screens show for `CCCN1C(=O)/C(=C/c2ccc(C)o2)SC1=Nc1ccc(OCC)cc1`?
Gal4-VP16 FLuc: -16%; RORg inh: 0%; FLuc modulator: -14%; MLL CXXC-DNA inh: 11%; BRCA1 expr up: 9%; ELG1 genotoxic: 2%; NPC1 promoter act: -3%; uPA surface inh: 5%; Rab9 prom act: -5%; MBNL1 CUG block: -8%; p53 reactivator: 2%

Compound activity deposited in PubChem BioAssay by National Center for Advancing Translational Sciences (NCATS).
